Compound activity: PubChem BioAssay, National Center for Advancing Translational Sciences (NCATS)
TSG101-PTAP inh: qHTS Assay for Iinhibitors of HIV-1 Budding by Blocking the Interaction of PTAP/TSG101. Tumor susceptibility gene 101 protein (Homo sapiens), Q99816. Fluorescence polarization, FITC-PTAP peptide / Tsg101 binding. Potency, µM (series often up to 115 µM), inactives show at the top dose activity change, negative = inhibition, hits mostly inhibitors. 340,000 tested, under 10 active; active = well fitted inhibition curve with a large enough effect in the main read-out, with a control signal flat, not every such curve was filed as active; inconclusive = small, poorly fitted or top-dose-only effect, or effect the other way, or a change in a side signal; inactive = no such curve, though single readings can be large or run the other way; also: potency is read from the fitted curve at half-maximal effect; % of control where 0% means no effect
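FP read-out: FITC-PTAP peptide, 50 nM final, binding Tsg101 binding domain, 10 uM final; 20 min, r.t.; 10 mM HEPES pH 7.5, 0.15 M NaCl, 0.01% Tween 20, 3 mM EDTA, 0.1 mM TCEP.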
TSHR antag: Antagonists of the Thyroid Stimulating Hormone Receptor: HTS campaign. TSHR-expressing cells, TSH-stimulated cAMP HTRF, 2 h; active compounds read low. actives 0.2% (n = 330,000). Thyrotropin receptor (Homo sapiens), P16473. AID 504810, 2011. activity change, negative = inhibition, % at 11.5 µM;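 active = activity change below a set negative limit, meaning inhibition stronger than a set level, cut at about -70% in these data; inconclusive = activity change between two set negative limits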; also: % is scaled to controls: 0 for no effect and ±100 for the full control effect
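Competitive HTRF cAMP read-out (cryptate anti-cAMP antibody, cAMP-d2; 30 min, room temperature) in freshly harvested TSHR cells. Compounds added before TSH at EC80 (4nM final), followed by 2 hours' incubation at 37 deg C.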
AT treatment: qHTS Assay for Identifying a Potential Treatment of Ataxia-Telangiectasia. […] A-T fibroblasts, KAP-1 phosphorylation AlphaLISA; neocarzinostatin DNA damage 30 min before lysis. Potency, µM (highest dose often 57.5 µM), for inactives: at the highest dose activation, actives largely listed as activators. actives 0.19% (n = 320,000); also: potency is read from the fitted curve at half-maximal effect; % of control where 0% means no effect; nearly all actives have a fitted effect of over 45% in size
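ATM-like activity read as KAP-1 phosphorylation via AlphaLISA donor/acceptor antibody pairs after lysis and 6 hr at 25C. Cells were ATM-null patient fibroblasts ([…], hTERT), dosed 60 min, then exposed to the DSB inducer NCS for 30 min.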
MLL CXXC-DNA inh: qHTS Fluorescence Polarization Assay for Inhibitors of MLL CXXC domain - DNA interaction | Histone-lysine N-methyltransferase 2A (Homo sapiens), Q03164 | MLL-CXXC / FITC-HOXA9 DNA fluorescence polarization | Potency, µM (doses to about 115 µM), without a hit: top-dose activity change, negative = inhibition, hits mostly inhibitors | actives 0.037% (n = 290,000); active = well fitted inhibition curve with a large enough effect in the polarisation, with a control signal flat, not every such curve was filed as active; inconclusive = small, poorly fitted or top-dose-only effect, or effect the other way, or a change in a side signal; inactive = no such curve, though single readings can be large or run the other way; the % refers to the polarisation; also: potency is read from the fitted curve at half-maximal effect
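Purified MLL-CXXC (added from a 7 uM solution) was preincubated 5 min at ambient with pinned compounds in 50 mM Tris-HCl pH 7.5, 50 mM NaCl, 1 mM DTT, 0.05% BSA. Fluorescein-labeled HOX-A9 DNA (50 nM solution) followed, 30 min, then polarization read.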
S-ASM inh: Inhibitors of Secretory Acid Sphingomyelinase (S-ASM): qHTS. Sphingomyelin phosphodiesterase (Homo sapiens), P17405. placental ASM, HMU-PC fluorogenic substrate, 60 min. Potency, µM (highest dose often 57.5 µM), for the others: at the top dose activity change, negative = inhibition, actives largely listed as inhibitors. actives 0.006% (n = 340,000). AID 504937, 2011; also: potency is read from the fitted curve at half-maximal effect
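Human placenta-derived ASM enzyme was preincubated with compound for 10 minutes at room temperature, then given fluorogenic substrate HMU-PC0 (9 uM final) for 60 minutes at 37 °C; a pH 10 stop preceded fluorescence reading at Ex 386/Em 447 nm.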
MBNL1-CUG inh: qHTS Assay for Inhibitors of MBNL1-poly(CUG) RNA binding. actives 0.036% (n = 280,000). AID 2675, 2010. Muscleblind-like protein 1 (Homo sapiens), Q9NR56. TR-FRET MBNL1-His/biotin-(CUG)12 binding, 665/545 ratio. Potency, µM (highest dose often 57.5 µM), without a hit: at the highest dose activity change, negative = inhibition, actives largely listed as inhibitors; active = well fitted inhibition curve with a large enough effect in the signal ratio, with a control signal flat, not every such curve was filed as active; inconclusive = small, poorly fitted or top-dose-only effect, or effect the other way, or a change in a side signal; inactive = no such curve, though single readings can be large or run the other way; the % refers to the signal ratio; also: potency is read from the fitted curve at half-maximal effect; % is scaled to controls: 0 for no effect and ±100 for the full control effect
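Compounds (final 92 nM to 58 uM) are added to His-tagged MBNL1 and biotin-(CUG)12, then terbium anti-His antibody and streptavidin-XL665 (5 nM final). After 60 min at room temperature, the 665/545 nm ratio is read.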
a7 integrin act: qHTS for Activators of Integrin-Mediated Alleviation for Muscular Dystrophy. alpha7betagal myoblasts, beta-gal FDG fluorescence, 48 h. Potency, µM (titrated, usually from 38.3 µM), inactives show top-dose activation, usual class: activators. actives 0.064% (n = 350,000). AID 624291, 2012;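 also: potency is read from the fitted curve at half-maximal effect; 100% = response of the positive control SU9516; nearly all actives have a fitted effect of over 60% in size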
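alpha7betagal+/- myoblasts (passage 13, 250/well) treated 48 h at 37C with compounds at 1:260 dilution of DMSO stock. Lysed, then beta-galactosidase activity read as FDG fluorescence (ex 480/em 540) after 30 min, with pre-read for autofluorescence.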
Mito fusion act: qHTS Assay for Small Molecule Inhibitors of Mitochondrial Division or Activators of Mitochondrial Fusion; actives 0.23% (n = 320,000); Potency, µM (titrated, usually from 46.1 µM), inactives show at the highest dose growth rescue (activation), most hits filed as activators; AID 485298, 2010; S. cerevisiae fusion-defective mutant growth rescue, CellTiterGlo 48 h;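 also: potency is read from the fitted curve at half-maximal effect; % of control where 0% means no effect; nearly all actives have a fitted effect of over 45% in size; temperature-sensitive fusion mutants such as fzo1-1 at 37 °C on non-fermentable ethanol glycerol medium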
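Growth-rescue viability read-out: after 48 h at the non-permissive 37C in glycerol/ethanol YPEG, yeast mitochondrial fusion mutants are measured by CellTiterGlo luminescence; compounds (23 nl pinned per well) restoring growth score as division inhibitors or fusion activators.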
TCR act: Activators of T cell receptors: qHTS campaign; AID 504894, 2011; 330,000 tested, under 10 active; primary human leukocytes, anti-CD3, IL-2 HTRF, 48 h; Potency, µM (top dose mostly 9.22 µM), without a hit: at the highest dose activation of IL-2 secretion, most hits filed as activators; also: % of control where 0% means no effect
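Compounds are tested in HTS on primary human leukocytes co-incubated with a-CD3 beads for 48 hr. IL-2 output is measured by time-resolved FRET.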
Menin MLL FP TR: qHTS Assay for Inhibitors Targeting the Menin-MLL Interaction in MLL Related Leukemias: Competition With Texas Red Labeled MLL-derived Mutant Peptide. O00255. Menin + Texas Red MLL mutant peptide, fluorescence polarization. Potency, µM (titrated, usually from 61.6 µM), inactives show top-dose FP activity change, negative = inhibition, actives largely listed as inhibitors. actives 0.23% (n = 270,000). AID 1768, 2009; active = well fitted inhibition curve with a large enough effect in the polarisation, with a control signal flat, not every such curve was filed as active; inconclusive = small, poorly fitted or top-dose-only effect, or effect the other way, or a change in a side signal; inactive = no such curve, though single readings can be large or run the other way; the % refers to the polarisation; also: potency is read from the fitted curve at half-maximal effect; % of control where 0% means no effect; many of its hits are not listed in these tables
* marks the source's active call; other numbers are inactive results; ? = inconclusive; nt = no result given; & = joins results of further samples; [ ] = remark or other dose. Unless noted, calls follow the shape of the dose curve; as a rule, active = well fitted curve in the direction sought with a large enough effect; inconclusive = small, poorly fitted or top-dose-only effect, or another doubt; inactive = no such curve, though single readings can be large; an effect the other way counts as inactive or inconclusive. This is a subset (hit frequency here may not be typical).

SMILES	TSG101-PTAP inh	TSHR antag	AT treatment	MLL CXXC-DNA inh	S-ASM inh	MBNL1-CUG inh	a7 integrin act	Mito fusion act	TCR act	Menin MLL FP TR
COc1ccc2nc(N=Nc3c(O)ccc4ccccc34)sc2c1	nt	-2	1%	-1%	nt	-11%	nt	-8%	-3%[46.1 µM]	?
N/C(=N\S(=O)(=O)c1cc(C(F)(F)F)cc(C(F)(F)F)c1)c1cccs1	-9%	-24	-4%	-3%	-2%	0%	-50%[inhibitor]	1%	-3%	nt
CC1(C)C[C@H](O)[C@]2(CO)CC[C@]3(C)C(=CCC4[C@@]5(C)CC[C@H](O)C(C)(C)C5CC[C@]43C)[C@@H]2C1 (stereo partly drawn)	-1%	-4	-13%	nt	1%	nt	29%	8%	8%	nt
CCn1c(COc2cccc(C)c2C)nnc1SCC(=O)Nc1cc(C)on1	-1%	6	-1%	-6%	-1%	4%	-28%	7%	-1%	8%
COc1ccc(-n2cnc3cc(NCc4ccccn4)ccc32)cc1	1%	-23	0%	-10%	-2%	3%	-17%	-4%	12%	-24%
COc1ccc(OCC(=O)NNC(=O)C(=O)Nc2ccccc2)cc1	-4%	nt	0%	nt	-3%	nt	-17%	nt	-2%	nt
Cc1cccc(-n2ccnc2SCC(=O)Nc2nccs2)c1C	-10%	-4	-1%	-3%	2%	-6%	-4%	2%	14%	6%
NC(=O)C(CCCCN1CCCCC1)(c1ccccc1)c1ccccc1	1%	nt	nt	nt	-2%	nt	-17%	nt	3%	nt
COC(=O)c1ccc(N(C(=O)CNC(=O)c2ccco2)C(C(=O)NC2CCCC2)c2ccco2)cc1 (stereo not drawn)	0%	-1	nt	8%	-2%	11%	-3%	-3%	-2%[46.1 µM]	-1%
CCOc1ccc(-c2cc(CCCC(=O)NCCc3ccccc3)no2)cc1	-2%	-5	nt	0%	-1%	3%	1%	-3%	-1%	-4%
Cn1c(C(=O)NCCN2CCOCC2)cc2sccc21	1%	4	0%	-7%	3%	0%	8%	0%	-1%	-15%
C=CC[n+]1c(-c2ccc(OC)cc2)csc1NNC(=O)Nc1ccccc1	-9%	-13	-6%	18%	-3%	4%	-44%	0%	-3%	-4%
COc1cc(/C=N/Nc2nn3cnnc3c3ccccc23)ccc1O	-6%	-19	7%	-17%	-9%	1%	16%	2%	nt	-12%
CN(C)C(=O)NC1CCCCCCCCCCC1	-2%	-8	13%	-3%	2%	-6%	-2%	1%	1%	15%
CCN(CC)CCCNC(=O)CCn1nc(-c2ccccc2)ccc1=O	0%	5	-3%	9%	0%	13%	0%	7%	0%	?
C=CCNC(=O)NC(=S)c1ccccc1	-5%	-2	4%	1%	-2%	-1%	4%	-4%	nt	16%
COC(=O)c1cc(C(=O)OCC(=O)NCc2ccc3c(c2)OCO3)cc([N+](=O)[O-])c1	1%	-7	21%	6%	-5%	?	21%	-2%	1%[46.1 µM]	12%
CCS(=O)(=O)N1CCC(C(=O)Oc2ccccc2OC)CC1	-8%	7	1%	-4%	0%	-1%	17%	-2%	4%	1%
Cc1ccc(C(=O)N[C@H](C(=O)NC2CCCCCCC2)C(C)C)cc1	-1%	5	-3%	nt	1%	nt	-13%	2%	-6%	nt
CCn1nc(C)c(CN2CCC(n3nccc3NC(=O)CCCc3ccccc3)CC2)c1C	nt	8	12%	-11%	6%	0%	-27%	0%	-96%	nt
O=C(Cn1cc(C(F)(F)F)ccc1=O)OCC(=O)c1ccc[nH]1	-3%	-4	2%	nt	6%	nt	-6%	nt	-1%[46.1 µM]	nt
Nc1c(C(=O)c2ccc(Br)cc2)oc2ccccc12	1%	3	-2%	-2%	-1%	40%[activator]	14%	4%	3%[46.1 µM]	-15%
CCc1cc(=O)oc2c(C)c(OC(C)C(=O)NCC3CCC(C(=O)O)CC3)ccc12 (stereo not drawn)	-3%	-14	-15%	-20%	-4%	-3%	6%	1%	6%	-1%
O=C(NNC(=S)NCc1ccccc1)c1ccc(OC(F)F)cc1	1%	1	0%	21%	-1%	-18%	-4%	-2%	-4%[46.1 µM]	-1%
Cc1cc(C)c2cc(C(=O)N3CCc4ccccc4C3)[nH]c2c1	0%	-3	12%	-7%	0%	15%	15%	5%	-25%	nt
COc1cc(-c2nc3n(n2)C(c2cccc(OC)c2OC)C2=C(CCCC2=O)N3)cc(OC)c1OC (stereo not drawn)	-2%	18	3%	22%	105%[activator]	1%	-1%[7.66 µM]	0%	2%	1%
O=C(NCc1cccnc1)C(=O)N/N=C/c1ccccc1[N+](=O)[O-]	0%	6	-9%	-4%	0%	?	1%	4%	0%	2%
COc1ccc(OC)c(S(=O)(=O)N(C)CC(=O)N2CCN(c3ccccc3)CC2)c1	-1%	0	-3%	2%	2%	7%	-13%	-1%	-1%	-1%
CCn1c2c(c3cc(OCC(C)C)ccc31)CCCC2=O	-4%	-5	32µM*	9%	70%	9%	23%	14%	-11%[46.1 µM]	-17%
O=C(Nc1ccccc1C(=O)N1CCCCCC1)c1ccc(Cl)cc1	0%	2	4%	1%	3%	0%	-6%	12%	-1%	4%
OCCCNc1nc(-c2ccc(Cl)cc2)nc2ccccc12	-3%	-19	14%	5%	0%	-1%	0%	25%	-9%	?
Cc1ccc(N(C(=O)CCC(=O)Nc2cc(C)on2)C(C(=O)NC2CCCC2)c2cccs2)cc1 (stereo not drawn)	-4%	4	1%	5%	-5%	-2%	0%	4%	-4%	nt
COc1cccc(C(=O)COC(=O)CCCC(=O)NC2CCCCC2)c1	nt	-5	0%	16%	-2%	-6%	12%	-4%	-3%	-11%
CC1CCN(C(=O)C(=O)c2cn(CC(=O)N3CCCCCC3)c3ccccc23)CC1	-4%	7	4%	-25%	2%	-3%	-23%	2%	1%	nt
CN(C)S(=O)(=O)c1ccc(C(=O)NCC2(N3CCCCC3)CCCCC2)cc1	1%	-2	-3%	-1%	3%	0%	4%	-4%	4%	-27%
CC(C)NC(=O)C(=O)NCCN1CCN(S(=O)(=O)c2ccc(Cl)cc2)CC1	-12%	1	-3%	0%	0%	-2%	11%	-2%	-14%	-1%
O=C(OCCCc1cc2ccccc2c(=O)o1)c1ccc(F)cc1	-2%	-6	3%	nt	-1%	nt	-23%	1%	-4%	nt
CCc1ccc(-c2cc(C)no2)cc1S(=O)(=O)NCCc1ccc(S(N)(=O)=O)cc1	1%	24	6%	-9%	-2%	-10%	?	16%	7%	2%
O=C(O)Cc1csc(-c2cccc(Oc3ccccc3)c2)n1	-5%&-6%	-6&-7	1%&2%	0%&-16%	6%&7%	nt	?	12%&14%	1%&6%	nt
O=C1C=C(N2CCOCC2)c2ccccc2C1=O	-2%	2	?	?	1%	?	-63%[inhibitor]	-20%	1%	?
CCOc1cc(N2CCOCC2)c(OCC)cc1NC(=O)CSc1ncccn1	0%	-7	-2%	1%	-1%	-20%	-5%	4%	2%	-15%
O=C(Cn1ccc2ccccc2c1=O)NCCC(=O)N1CCN(c2cccc(C(F)(F)F)c2)CC1	-5%	-4	3%	0%	-4%	-2%	-28%	-2%	-2%	-6%
COc1ccc(N2CCN(C(=O)c3ccc(C)c(NC(=O)c4ccco4)c3)CC2)cc1	-2%	-2	-11%	-4%	-2%	-5%	19%	0%	-1%	nt
CCOC(=O)C1CCCN(CC(=O)Nc2ccc(C(=O)Nc3ccccc3OC)cc2)C1 (stereo not drawn)	-2%	2	-6%	nt	2%	nt	-7%	9%	3%	nt
O=C(COC(=O)c1ccc([N+](=O)[O-])s1)c1ccc[nH]1	-5%	30	-6%	nt	1%	nt	-10%	nt	-3%[46.1 µM]	nt
CCn1ncc(Br)c1C(=O)Nc1ccc(Cl)cn1	-1%	5	-2%	-4%	4%	-7%	15%	4%	4%	20%
Cc1cc(C)nc(/N=C(\N)N(Cc2ccccc2)Cc2ccccc2)n1	-7%	-2	3%	-25%	-3%	-1%	-19%	-1%	0%	?
O=C(COc1ncnc2sccc12)NC1CCCCC1	1%	0	3%	nt	5%	nt	-7%	2%	2%	nt
